Akt phos inh – HTS Assay for Inhibitors of Akt Phophorylation: Primary Screen; 0.32% of 360,000 active; activity change, % for hits at 50 µM; AID 651550, 2012; Neuro2A IGF-stimulated pAkt S473 HTRF, 20 min; active compounds read low; in the data active means activity change below about -80%; inconclusive means mostly about -51% to -80%; further: on the % scale 0 is the no-effect control and ±100 the full control effect
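Neuro2A cells in DMEM with 0.5% FBS, overnight at 37 deg C, given compound at single 50 µM final, then IGF (6 nM final) for 20 min at 37 deg C. Lysed; phospho-Akt Ser473 by HTRF after 24 h, 665/615 ratio.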
Nrf2 block – Nrf2 qHTS screen for inhibitors | A549 ARE-Fluc reporter, luciferase luminescence, 18-24 h | Potency, µM (top dose mostly 46 µM), for the others: top-dose activity change, negative = inhibition, actives largely listed as inhibitors | 2.1% of 360,000 active | AID 504444, 2011; further: potency means the concentration at half of the fitted maximal effect; on the % scale 0 is the no-effect control and ±100 the full control effect; nearly all actives have a fitted effect of over 60% in size
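Quantitative HTS in A549 cells stably bearing an antioxidant response element-firefly luciferase construct. Inhibition of Nrf2-driven transcription was scored by luminescence after 18-24 h of compound exposure at 37 °C.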
MmCpn inh – Inhibitors of TCP-1 ring complex (TRiC) of Methanococcus maripaludis (MmCpn): qHTS. 0.031% of 330,000 active. purified Mm-Cpn ATPase, ADP Transcreener TR-FRET. Potency, µM (series often up to 76.9 µM), inactives show top-dose activity, negative = inhibition, actives largely listed as inhibitors. AID 504842, 2011. Chaperonin Mm-Cpn (Methanococcus maripaludis); further: potency means the concentration at half of the fitted maximal effect; on the % scale 0 is the no-effect control and ±100 the full control effect; nearly all actives have a fitted effect of over 80% in size
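Quantitative HTS used 25 nM Mm-CPN and 10 uM ATP in magnesium/KCl Tris buffer, pH 7.4, with 1 mM DTT. Hydrolysis ran 30 min at 37°C; ADP was read by HTRF.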
EPAC2 ag – qHTS for Agonist of cAMP-regulated guanine nucleotide exchange factor 4 (EPAC2): primary screen; Rap guanine nucleotide exchange factor 4 (Homo sapiens), Q8WZA2; Potency, µM (doses to about 154 µM), inactives show at the top dose activation, hits mostly activators; EPAC2 activation, biochemical qHTS; response scale: 100% = 6.5 mM cAMP response; 0.079% of 360,000 active; further: potency means the concentration at half of the fitted maximal effect; nearly all actives have a fitted effect of over 50% in size
Target sequence (Q8WZA2 whole entry, looked up): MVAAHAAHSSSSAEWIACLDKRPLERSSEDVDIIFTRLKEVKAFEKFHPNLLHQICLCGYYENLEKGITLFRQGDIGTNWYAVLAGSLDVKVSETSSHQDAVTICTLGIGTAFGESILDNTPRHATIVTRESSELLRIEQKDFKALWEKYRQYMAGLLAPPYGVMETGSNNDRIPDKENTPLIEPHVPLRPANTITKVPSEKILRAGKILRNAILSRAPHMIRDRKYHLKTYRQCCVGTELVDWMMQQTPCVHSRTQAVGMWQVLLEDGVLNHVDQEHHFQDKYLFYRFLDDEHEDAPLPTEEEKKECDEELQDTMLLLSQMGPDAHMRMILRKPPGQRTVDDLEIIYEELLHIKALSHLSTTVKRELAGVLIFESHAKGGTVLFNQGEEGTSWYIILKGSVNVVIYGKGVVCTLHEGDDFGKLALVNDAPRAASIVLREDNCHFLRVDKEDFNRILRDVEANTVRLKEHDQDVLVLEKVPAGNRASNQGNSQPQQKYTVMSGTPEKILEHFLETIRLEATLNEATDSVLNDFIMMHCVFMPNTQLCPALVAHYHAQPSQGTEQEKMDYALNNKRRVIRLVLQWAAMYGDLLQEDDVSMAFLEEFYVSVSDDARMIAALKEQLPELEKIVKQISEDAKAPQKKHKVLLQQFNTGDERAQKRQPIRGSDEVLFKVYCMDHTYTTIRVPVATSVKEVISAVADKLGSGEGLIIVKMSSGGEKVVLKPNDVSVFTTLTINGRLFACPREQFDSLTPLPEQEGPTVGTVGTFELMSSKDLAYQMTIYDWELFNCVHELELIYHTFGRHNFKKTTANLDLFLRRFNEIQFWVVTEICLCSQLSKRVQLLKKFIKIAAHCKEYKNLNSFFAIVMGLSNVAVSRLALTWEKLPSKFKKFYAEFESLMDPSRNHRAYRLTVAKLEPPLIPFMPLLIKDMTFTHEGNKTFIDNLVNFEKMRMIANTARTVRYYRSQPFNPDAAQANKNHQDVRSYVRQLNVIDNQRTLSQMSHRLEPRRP
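Guanine nucleotide exchange by EPAC2 is measured as reduced fluorescence of BODIPY-GDP once it is released from 250 nM Rap1B. Plates are read kinetically for 30 min at room temperature; results are scaled to 6.5 mM cAMP.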
CCT chaperon mod – High-Throughput Screening for Modulators of Cytosolic Chaperonin Activity; purified chaperonin ATPase assay, HTRF ADP detection, 30 min; 0.3% of 360,000 active; AID 651819, 2012; activity change, % (no concentration beside the values), hits read low; in the data active means activity change below about -30%; further: on the % scale 0 is the no-effect control and ±100 the full control effect
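Nucleotide hydrolysis assay: TRiC at 20–40 nM final (set by batch activity) with 10 uM ATP, 30 min at 37 °C, in presence of 76 uM compound. Detection by competitive ADP HTRF, 30 min ambient.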
TGFb inhibitor – qHTS for Inhibitors of TGF-b. HepG2 CAGA-GFP TGF-b/SMAD3 reporter, GFP fluorescence, 18 h; TGF-beta stimulated, 500 pg/mL final. Potency, µM (titrated, usually from 46.1 µM), for inactives: at the top dose activity, negative = inhibition, actives largely listed as inhibitors. 1.2% of 410,000 active. AID 588855, 2011; further: potency means the concentration at half of the fitted maximal effect; on the % scale 0 is the no-effect control and ±100 the full control effect; nearly all actives have a fitted effect of over 65% in size
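HEPG2 CAGA-GFP, 1000 cells/well; 2 h settle, 37 C; cpd via pin tool; TGF-b 500 pg/mL final; 18 h, 37 C; GFP imaging ex488/em500-530; %Activity normalised to -TGF-b and +DMSO controls; CRC fit, curve class.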
A549 tox – Nrf2 qHTS screen for inhibitors: counterscreen for cytotoxicity. A549 ARE-Fluc cells, CellTiter-Fluor viability, 18-24 h. Potency, µM (series often up to 46 µM), for the others: at the highest dose activity change, negative = cytotoxicity, most hits filed as inhibitors. 0.16% of 390,000 active. AID 504648, 2011; further: potency means the concentration at half of the fitted maximal effect; on the % scale 0 is the no-effect control and ±100 the full control effect
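Cytotoxicity counterscreen: CellTiter-Fluor fluorescence was measured in A549 ARE_Fluc cells after 18-24 h of compound exposure in a concentration series. The subsequent BugLite luminescent read reports ARE-luciferase activity.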
EPAC2 antagonist – qHTS for Antagonist of cAMP-regulated guanine nucleotide exchange factor 2 (EPAC2): primary screen; Rap guanine nucleotide exchange factor 4 (Homo sapiens), Q8WZA2; AID 720708, 2013; 0.18% of 360,000 active; EPAC2 GEF exchange of Rap1B-BODIPY-GDP, fluorescence; Potency, µM (doses to about 114 µM), for the others: top-dose activity, negative = inhibition, most hits filed as inhibitors; further: potency means the concentration at half of the fitted maximal effect; on the % scale 0 is the no-effect control and ±100 the full control effect; nearly all actives have a fitted effect of over 45% in size; many of its hits are not listed in these tables
Nrf2 ARE act – qHTS of Nrf2 Activators. AREc32 ARE-luciferase reporter (MCF7-derived line), luminescence, 24 h. 0.31% of 410,000 active. AID 624171, 2012. Potency, µM (titrated, usually from 46.1 µM), for the others: at the highest dose activation, hits mostly activators; further: potency means the concentration at half of the fitted maximal effect; % of control where 0% means no effect; nearly all actives have a fitted effect of over 65% in size
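Cells of the AREc32 ARE-luciferase line are plated in OPTI-MEM containing 5% FBS and left overnight at 37 deg C. Compounds are pinned in, incubation continues 24 hr, and firefly luciferase signal is then measured.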
The depositor's hits bear a star. Unless noted, the call rests on the fitted dose curve; in most records, active means well fitted curve in the direction sought with a large enough effect; inconclusive means small, poorly fitted or top-dose-only effect, or another doubt; inactive means no such curve, though single readings can be large; an effect the other way counts as inactive or inconclusive. The list is partial; count on the stated rates, not on these rows.

For CCC(NC(=O)c1ccccc1NC(=O)C(C)(C)C)C(=O)N1CC(C)OC(C)C1 (configuration not stated) the results were Akt phos inh inactive, Nrf2 block -5.9%, MmCpn inh 2.2%, EPAC2 ag 3.3%, CCT chaperon mod 1.3, TGFb inhibitor 5.3%, A549 tox -1.9%, EPAC2 antagonist 3.6% and Nrf2 ARE act 0.3%.
Screening COc1ccc(CNC(=O)C[C@H]2C[C@H](C(=O)N3CCCCC3)[C@@]3(C)c4[nH]c5ccc(Cl)cc5c4CCN3C2=O)cc1OC returned Akt phos inh inactive, Nrf2 block inconclusive, MmCpn inh 0.4%, EPAC2 ag 4.7%, CCT chaperon mod -0.8, TGFb inhibitor inconclusive, A549 tox -19.2%, EPAC2 antagonist 8.2% and Nrf2 ARE act 11.7%.
O=c1c2ccccc2nc2n1CCS2 was read as Akt phos inh inactive, Nrf2 block 2.0%, MmCpn inh 2.6%, EPAC2 ag 3.8%, CCT chaperon mod -0.4, TGFb inhibitor 4.0%, A549 tox -4.0%, EPAC2 antagonist 11.6% and Nrf2 ARE act -0.7%.
For N#C/C(=C/c1ccc(Sc2nc3ccccc3[nH]2)o1)c1cccc(F)c1 the results were Akt phos inh inactive, Nrf2 block 20.6µM*, MmCpn inh -0.1%, EPAC2 ag 8.4%, CCT chaperon mod 0.6, TGFb inhibitor inconclusive, A549 tox 25.9µM*, EPAC2 antagonist -2.7% and Nrf2 ARE act 18.2%.
CCC(C)n1c(C)cc(=O)n1C(C)CC (configuration not stated) was read as Akt phos inh inactive, Nrf2 block 7.2%, EPAC2 ag 7.4%, CCT chaperon mod 0.6, TGFb inhibitor -11.7%, A549 tox -1.0%, EPAC2 antagonist 13.6% and Nrf2 ARE act -0.6%.
For COCCNC(=O)c1cccc2c1C(=O)c1ccc(N3CCOCC3)cc1S2(=O)=O the results were Akt phos inh inactive, Nrf2 block -4.5%, MmCpn inh -2.0%, EPAC2 ag 7.4%, CCT chaperon mod -0.2, TGFb inhibitor -2.0%, A549 tox inconclusive, EPAC2 antagonist 5.4% and Nrf2 ARE act -0.8%.
CN(CCOc1ccccc1)C(=O)c1cc(S(=O)(=O)N2CCOCC2)ccc1Cl was read as Akt phos inh inactive, Nrf2 block inconclusive, MmCpn inh -3.2%, EPAC2 ag 10.4%, CCT chaperon mod -4.5, TGFb inhibitor 7.6%, A549 tox -7.8%, EPAC2 antagonist -5.9% and Nrf2 ARE act 0.3%.
Cc1ccccc1S(=O)(=O)N1[C@@H](c2cccc(Cl)c2)C(C(=O)O)=CC[C@H]1c1ccc(Cl)cc1 was read as Akt phos inh inactive, Nrf2 block inconclusive, MmCpn inh 3.0%, EPAC2 ag -5.2%, CCT chaperon mod 0.1, TGFb inhibitor inconclusive, A549 tox -17.9%, EPAC2 antagonist inconclusive and Nrf2 ARE act -0.7%.
`CC(C)CN(C(=O)COC(=O)CSc1ccc([N+](=O)[O-])cc1)C1CCS(=O)(=O)C1` (configuration not stated) gave Akt phos inh inactive, Nrf2 block 6.2%, MmCpn inh 3.0%, EPAC2 ag 0.2%, CCT chaperon mod -0.8, TGFb inhibitor 15.4%, A549 tox -4.9%, EPAC2 antagonist 21.7% and Nrf2 ARE act -0.9%.
Screening Cc1ccc2cc(CN(CCN(C)C)C(=O)Nc3ccc(Cl)cc3)c(=O)[nH]c2c1 returned Akt phos inh inactive, Nrf2 block 26.1%, MmCpn inh -0.9%, EPAC2 ag 2.7%, CCT chaperon mod 1.3, TGFb inhibitor 4.0%, A549 tox inconclusive, EPAC2 antagonist 4.3% and Nrf2 ARE act 1.9%.
For O=C(Nc1cccc(S(=O)(=O)N2CCCC2)c1)C1CCCN1C(=O)c1cccs1 (configuration not stated) the results were Akt phos inh inactive, Nrf2 block -10.3%, MmCpn inh 0.8%, EPAC2 ag 11.2%, CCT chaperon mod -3.4, TGFb inhibitor -28.8%, A549 tox 16.5%, EPAC2 antagonist 3.7% and Nrf2 ARE act -1.6%.
Screening CC(=O)c1ccc(OCC(=O)Nc2ccc3c(c2)CCC3)cc1 returned Akt phos inh inactive, Nrf2 block 18.0%, MmCpn inh 1.9%, EPAC2 ag 15.1%, CCT chaperon mod 0.7, TGFb inhibitor inconclusive, A549 tox 0.1%, EPAC2 antagonist -7.8% and Nrf2 ARE act 0.7%.
`C#CCOc1ccc(Br)cc1C(c1c(C)[nH][nH]c1=O)c1c(C)[nH][nH]c1=O` gave Akt phos inh inactive, Nrf2 block -11.8%, MmCpn inh 2.5%, EPAC2 ag 3.7%, CCT chaperon mod -0.7, TGFb inhibitor -7.1%, A549 tox -3.4%, EPAC2 antagonist 3.5% and Nrf2 ARE act 2.1%.
Cc1nc2c3ccccc3nc(NNC(=O)CCC(=O)NC3CCCC3)n2n1 was read as Akt phos inh inactive, Nrf2 block 4.1%, MmCpn inh 2.0%, EPAC2 ag 1.2%, CCT chaperon mod -4.8, TGFb inhibitor 19.9%, A549 tox -5.6%, EPAC2 antagonist 9.6% and Nrf2 ARE act 0.1%.
`O=c1[nH]c(SCc2ccc(Cl)cc2)nc2[nH]ncc12` gave Akt phos inh inactive, Nrf2 block -17.1%, MmCpn inh 1.9%, EPAC2 ag 9.1%, CCT chaperon mod -1.3, TGFb inhibitor -3.2%, A549 tox 3.4%, EPAC2 antagonist 0.5% and Nrf2 ARE act 9.4%.
For CCN(CCS(=O)(=O)c1ccc(Br)cc1)Cc1nc2ccccc2c(=O)[nH]1 the results were Akt phos inh inactive, Nrf2 block -23.1%, MmCpn inh -0.4%, EPAC2 ag -2.1%, CCT chaperon mod -3.2, TGFb inhibitor -10.2%, A549 tox 0.0%, EPAC2 antagonist -1.7% and Nrf2 ARE act 13.4%.
N#Cc1cc2cc3c(cc2nc1N1CCOCC1)OCO3 was read as Akt phos inh inactive, Nrf2 block inconclusive, MmCpn inh -26.9%, EPAC2 ag -7.4%, CCT chaperon mod -0.1, TGFb inhibitor 2.7%, A549 tox -3.4%, EPAC2 antagonist 7.2% and Nrf2 ARE act -0.2%.
For Cc1ccc2c(Cl)cc(Cl)c(OCC(=O)Nc3cccc(S(N)(=O)=O)c3)c2n1 the results were Akt phos inh inactive, Nrf2 block -14.0%, MmCpn inh -2.4%, EPAC2 ag 13.2%, CCT chaperon mod 0.9, TGFb inhibitor -20.5%, A549 tox 1.4%, EPAC2 antagonist -0.2% and Nrf2 ARE act 9.1%.
For O=C(COC(=O)CNC(=O)c1ccccc1)NCCc1ccccc1 the results were Akt phos inh inactive, Nrf2 block 0.0%, MmCpn inh 1.2%, EPAC2 ag 5.5%, CCT chaperon mod -1.7, TGFb inhibitor inconclusive, A549 tox 0.0%, EPAC2 antagonist 2.5% and Nrf2 ARE act 0.3%.
For O=C1Cc2cc(S(=O)(=O)NCc3ccc(F)cc3)ccc2N1 the results were Akt phos inh inactive, Nrf2 block 8.6%, MmCpn inh 1.1%, EPAC2 ag 1.6%, CCT chaperon mod 1.3, TGFb inhibitor 16.4%, A549 tox 1.1%, EPAC2 antagonist 18.5% and Nrf2 ARE act 3.5%.
For N#C/C(=C\c1cccs1)C(=O)NCC1CCCO1 (configuration not stated) the results were Akt phos inh inactive, Nrf2 block 3.0%, MmCpn inh -1.2%, EPAC2 ag 2.0%, CCT chaperon mod -6.4, TGFb inhibitor -10.3%, A549 tox 0.3%, EPAC2 antagonist 5.8% and Nrf2 ARE act 3.7%.
Screening COC(=O)c1c(NC(=O)C2=COCCO2)sc(C)c1C returned Akt phos inh inactive, Nrf2 block -2.6%, MmCpn inh 0.9%, EPAC2 ag 5.0%, CCT chaperon mod 3.0, TGFb inhibitor 21.9%, A549 tox -2.0%, EPAC2 antagonist inconclusive and Nrf2 ARE act 8.6%.
For CC(=O)N1CCC(C(=O)Nc2ccccc2)(N(Cc2ccccc2)C(=O)c2cccnc2)CC1 the results were Akt phos inh -112.6%*, Nrf2 block 7.7%, MmCpn inh -1.0%, EPAC2 ag 8.4%, CCT chaperon mod -0.9, TGFb inhibitor 3.7%, A549 tox -8.1%, EPAC2 antagonist -0.9% and Nrf2 ARE act -0.6%.
Screening CCOCCCNc1nc(C)nc2c1nnn2Cc1c(F)cccc1Cl returned Akt phos inh inactive, Nrf2 block -6.6%, MmCpn inh 0.0%, EPAC2 ag -8.7%, CCT chaperon mod -2.5, TGFb inhibitor 14.6%, A549 tox 0.3%, EPAC2 antagonist 1.0% and Nrf2 ARE act -0.3%.
COC(=O)c1sccc1NC(=O)Nc1ccccc1F was read as Akt phos inh inactive, Nrf2 block 0.5%, MmCpn inh 0.4%, EPAC2 ag 6.4%, CCT chaperon mod -0.9, TGFb inhibitor -0.6%, A549 tox 6.0%, EPAC2 antagonist -10.7% and Nrf2 ARE act 3.8%.
`CCc1nn(C(C)C(=O)N2CCN(c3cccc(C(F)(F)F)c3)CC2)c(=O)c2cc3occc3n12` (configuration not stated) gave Nrf2 block inconclusive, TGFb inhibitor -15.1%, A549 tox -3.5% and Nrf2 ARE act 1.6%.
Screening O=C(CCc1ccccc1)N1CCN(c2ccccn2)CC1 returned Akt phos inh inactive, Nrf2 block 7.2%, MmCpn inh -3.9%, EPAC2 ag 3.3%, CCT chaperon mod 0.6, TGFb inhibitor 14.4%, A549 tox 13.5%, EPAC2 antagonist 21.9% and Nrf2 ARE act -0.6%.

Screens as filed in PubChem.
